# ATXN viability = Viability Counterscreen for Primary qHTS for Inhibitors of ATXN expression; S2 cells (HEK-293 line with an ATXN2-luciferase reporter) viability, CellTiter-Fluor protease fluorescence, 24 h; Potency, µM (series often up to 56.7 µM), most hits filed as cytotoxic; actives 0.49% (n = 400,000); AID 651635, 2014; also: potency is read from the fitted curve at half-maximal effect; nearly all actives have a fitted effect of over 40% in size
# A549 viability = Nrf2 qHTS screen for inhibitors: counterscreen for cytotoxicity | actives 0.16% (n = 390,000) | A549 ARE-Fluc cells, CellTiter-Fluor viability, 18-24 h | Potency, µM (series often up to 46 µM), inactives show at the top dose activity change, negative = cytotoxicity, most hits filed as inhibitors; also: potency is read from the fitted curve at half-maximal effect; % is scaled to controls: 0 for no effect and ±100 for the full control effect
#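 A549 ARE_Fluc cells in 5% FBS OPTI-MEM were exposed to compounds in concentration-response for 18-24 h at 37 deg C. Viability was read by CellTiter-Fluor fluorescence (Ex 405/Em 525) after 30 min, before the luciferase read.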
# HepG2 viability = qHTS for Inhibitors of TGF-b: Cytotox Counterscreen | HepG2 CAGA-GFP viability, ATP luminescence, 18 h | Potency, µM (top dose mostly 46.1 µM), without a hit: at the top dose activity change, negative = cytotoxicity, actives largely listed as cytotoxic | actives 0.76% (n = 410,000) | AID 588856, 2011; also: potency is read from the fitted curve at half-maximal effect; some results filed as inactive show a strong effect at the top dose
#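 CellTiter-Glo luminescence gave cytotoxicity after 18 hours at 37 degrees C. The cells were HepG2 CAGA-GFP in 1% FBS DMEM, stimulated with 500 pg/mL TGF-beta after compound addition. %Activity was normalised to no-cell wells (complete cell-killing) and DMSO (no toxicity), and curves were fitted and classified.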
# TGFb SMAD3 inh = qHTS for Inhibitors of TGF-b. HepG2 CAGA-GFP TGF-b/SMAD3 reporter, GFP fluorescence, 18 h; TGF-beta stimulated, 500 pg/mL final. Potency, µM (titrated, usually from 46.1 µM), inactives show at the highest dose activity, negative = inhibition, hits mostly inhibitors. actives 1.2% (n = 410,000). AID 588855, 2011; also: potency is read from the fitted curve at half-maximal effect; % is scaled to controls: 0 for no effect and ±100 for the full control effect; nearly all actives have a fitted effect of over 65% in size
#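 First, reporter cells (HEPG2 CAGA-GFP) rested 2 h at 37 degrees C. Next, compounds were pinned in and TGF-beta added to 500 pg/mL final. After 18 h, GFP was imaged per cell and summed per well.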
# IL2 activator = qHTS of IL-2 Activators. actives 0.065% (n = 360,000). activation, % (series mostly up to about 46 µM). IL-2 activation reporter assay, cell-based qHTS; stimulated with anti-CD3/CD4/CD28 beads; in transgenic mouse T cells. AID 652025, 2013; in the data active = activation above about 50%; inconclusive = mostly about 30% to 49%; also: 0% is about no effect
#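 Unstimulated transgenic mouse T cells; 60-min compound exposure; bead-based TCR/CD4/CD28 stimulation; 18 h culture, 37 degrees C; dual fluorescence (EGFP, DsRed) plate cytometry.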
# EPAC2 agonist = qHTS for Agonist of cAMP-regulated guanine nucleotide exchange factor 4 (EPAC2): primary screen. Rap guanine nucleotide exchange factor 4 (Homo sapiens), Q8WZA2. EPAC2 activation, biochemical qHTS; response scale: 100% = 6.5 mM cAMP response. Potency, µM (series often up to 154 µM), inactives show at the top dose activation, hits mostly activators. actives 0.079% (n = 360,000). AID 720711, 2013; also: potency is read from the fitted curve at half-maximal effect; nearly all actives have a fitted effect of over 50% in size
# Target sequence (Q8WZA2 whole entry, looked up): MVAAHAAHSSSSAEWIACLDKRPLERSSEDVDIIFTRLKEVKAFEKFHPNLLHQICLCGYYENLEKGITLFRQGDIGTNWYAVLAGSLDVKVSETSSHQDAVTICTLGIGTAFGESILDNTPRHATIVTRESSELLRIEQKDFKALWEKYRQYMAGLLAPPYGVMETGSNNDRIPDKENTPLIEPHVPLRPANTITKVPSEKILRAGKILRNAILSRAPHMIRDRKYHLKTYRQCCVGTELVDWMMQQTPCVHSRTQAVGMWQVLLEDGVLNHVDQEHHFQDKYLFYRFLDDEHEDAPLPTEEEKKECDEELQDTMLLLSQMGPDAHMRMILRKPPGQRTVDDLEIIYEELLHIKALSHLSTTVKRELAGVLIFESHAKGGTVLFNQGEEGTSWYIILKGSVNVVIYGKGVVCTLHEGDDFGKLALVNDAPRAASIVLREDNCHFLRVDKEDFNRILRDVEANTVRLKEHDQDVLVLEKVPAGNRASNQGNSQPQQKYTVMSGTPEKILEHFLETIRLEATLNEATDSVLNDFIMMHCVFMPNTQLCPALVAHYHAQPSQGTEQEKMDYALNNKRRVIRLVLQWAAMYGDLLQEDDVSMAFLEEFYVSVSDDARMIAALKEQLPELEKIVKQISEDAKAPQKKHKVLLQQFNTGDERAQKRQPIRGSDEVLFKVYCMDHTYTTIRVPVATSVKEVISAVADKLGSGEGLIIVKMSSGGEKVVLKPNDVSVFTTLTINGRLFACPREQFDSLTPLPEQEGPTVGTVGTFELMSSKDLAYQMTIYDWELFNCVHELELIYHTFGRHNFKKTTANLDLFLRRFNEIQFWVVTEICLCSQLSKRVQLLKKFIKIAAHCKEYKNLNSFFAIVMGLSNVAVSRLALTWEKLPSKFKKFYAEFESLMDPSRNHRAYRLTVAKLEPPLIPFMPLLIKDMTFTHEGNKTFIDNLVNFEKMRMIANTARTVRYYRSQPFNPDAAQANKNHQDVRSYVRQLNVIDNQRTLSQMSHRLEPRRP
#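 Fluorescence exchange assay: 100 nM EPAC2 with 250 nM RAP1B-BODIPY-GDP and 50 uM GDP; compounds tested as a concentration-titration series (qHTS). Loss of Rap1-bound BODIPY-GDP fluorescence read at 480/540 nm; data normalized to 6.5 mM cAMP.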
# ATXN2 expr inh = Primary qHTS for Inhibitors of ATXN expression; HEK-293 ATXN2-luciferase reporter, luminescence, 24 h; Potency, µM (top dose mostly 57 µM), without a hit: top-dose activity change, negative = inhibition, actives largely listed as inhibitors; actives 0.72% (n = 360,000); AID 1745845, 2022; also: potency is read from the fitted curve at half-maximal effect; % is scaled to controls: 0 for no effect and ±100 for the full control effect; nearly all actives have a fitted effect of over 55% in size
#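 ATXN2-luciferase reporter cells (luciferase flanked by upstream and downstream ATXN2 gene portions) were treated 24 h at 37 °C with compounds at up to 57 uM. SteadyGlo luminescence gave expression; GF-AFC fluorescence gave viability.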
# Nrf2 inh = Nrf2 qHTS screen for inhibitors. A549 ARE-Fluc reporter, luciferase luminescence, 18-24 h. Potency, µM (doses to about 46 µM), inactives show at the highest dose activity change, negative = inhibition, usual class: inhibitors. actives 2.1% (n = 360,000). AID 504444, 2011; also: potency is read from the fitted curve at half-maximal effect; % is scaled to controls: 0 for no effect and ±100 for the full control effect; nearly all actives have a fitted effect of over 60% in size
#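 In this cell-based qHTS, ARE-driven firefly luciferase in A549 cells reports Nrf2 activity; the luminescent signal after BugLite lysis is the measured value, with a prior CellTiter-Fluor read for cell health.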
# Nrf2 activator = qHTS of Nrf2 Activators; actives 0.31% (n = 410,000); Potency, µM (highest dose often 46.1 µM), inactives show top-dose activation, hits mostly activators; AREc32 ARE-luciferase reporter (MCF7-derived line), luminescence, 24 h; also: potency is read from the fitted curve at half-maximal effect; % of control where 0% means no effect; nearly all actives have a fitted effect of over 65% in size
#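 Each well held 1000 AREc32 cells, which were incubated with compound for 24 hr at 37 deg C after overnight attachment, and ARE reporter activity was quantified by firefly luciferase luminescence.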
# * marks the source's active call; other numbers are inactive results; i = inactive; ? = inconclusive; . = no result given; [ ] = remark or other dose. Unless noted, calls follow the shape of the dose curve; as a rule, active = well fitted curve in the direction sought with a large enough effect; inconclusive = small, poorly fitted or top-dose-only effect, or another doubt; inactive = no such curve, though single readings can be large; an effect the other way counts as inactive or inconclusive.
entry	SMILES	ATXN viability	A549 viability	HepG2 viability	TGFb SMAD3 inh	IL2 activator	EPAC2 agonist	ATXN2 expr inh	Nrf2 inh	Nrf2 activator
1	O=C(CSc1n[nH]c(-c2ccc(S(=O)(=O)NC3CCCCC3)cc2)n1)N1CCCC1	i	-13%	-10%	-16%	1.5	-2%	-17%	16µM*	0.3%
2	CCC(C)c1ccc(S(=O)(=O)N2CC(=O)Nc3ccccc32)cc1 (stereo not given)	i	11%	1%	-1%	-0.1	-9%	0%	-3%	-0.1%
3	CCn1c2ccccc2c2cc(NC(=O)CSc3nccc(=O)[nH]3)ccc21	i	-5%	7%	10%	-0.7	5%	-9%	-23%	-0.2%
4	COc1ccc2c(c1OC)C(=O)N1c3ccccc3SC21 (stereo not given)	i	2%	3%	-28%	0.3	-9%	76%[activator]	?	6.1%
5	O=C(c1ccc(CN2CCOCC2)cc1)N1CCN(Cc2ccccc2)CC1	i	0%	-13%	-6%	-4.6	-1%	-10%	-1%	-0.2%
6	Cn1nc(C(=O)Nc2ccccc2)c2c1-c1ccccc1S(=O)(=O)C2	i	-4%	-10%	1%	-0.8	1%	-2%	?	-0.6%
7	CC1CN(CC(=O)Nc2cccc(C(=O)Nc3cccc(C(F)(F)F)c3)c2)CC(C)O1 (stereo not given)	i	-22%	-30%	-13%	-0.7	3%	-15%	16µM*	2.1%
8	CC[C@]12c3[nH]c4ccc(OC)cc4c3CCN1C(=O)C(CC(=O)NC/C=C(\C)CCC=C(C)C)C[C@@H]2C(=O)N1CCN(C(=O)C2CC2)CC1 (stereo not given in full)	?	?	-16%	?	0.4	-9%	?	?	4.9%
9	COc1ccc(OC)c(CCNC(=O)Cc2ccc(NC(=O)C3=C(C)OCCS3)cc2)c1	i	.	0%	-20%	-3.0	17%	.	.	-0.5%
10	COc1cc(O)cc2occ(-c3ccc(O)cc3)c(=O)c12	i	1%	-1%	27%	-0.1	9%	14%	-13%	3.4%
11	COc1ccccc1CNC(=O)c1c(O)c2cc(OC)c(OC)cc2[nH]c1=O	i	8%	1%	-1%	0.0	10%	-26%	-10%	-0.1%
12	CC(NC(=O)CN1C(=O)NC2(CCCCCC2)C1=O)c1ccccc1Cl (stereo not given)	i	1%	-35%	1%	-0.3	8%	4%	8%	-0.9%
13	Cc1cc(C(=O)COC(=O)c2ccc([N+](=O)[O-])o2)c(C)n1CC1CCCO1 (stereo not given)	i	-2%	17%	?	0.7	1%	18%	?	16µM*
14	CSc1nc(Cc2ccccc2)nc2ccccc12	i	17%	-1%	-1%	-2.7	19%	7%	-16%	0.1%
15	COC(=O)CCN1CCC(C(N)=O)CC1	i	-2%	1%	-27%	-2.8	3%	-9%	14%	0.4%
16	Nc1nnc(CC(=O)N/N=C/c2ccccc2OCc2ccccc2F)s1	i	0%	-22%	-14%	-2.5	12%	17%	7%	2.8%
17	O=C(NCC1CCCO1)c1cc(S(=O)(=O)N2CCOCC2)ccc1Cl (stereo not given)	i	-4%	5%	-2%	2.6	-4%	-11%	11%	0.1%
18	Cc1nnc(SCC(=O)NC2CCCCC2)n1-c1ccccc1	i	.	-1%	-1%	-1.6	1%	.	.	-0.7%
19	O=C1NC(=O)C2(CCC(C(=O)O)C2)N1 (stereo not given)	i	-10%	18%	0%	-0.7	?	-2%	4%	-0.6%
20	O=C(c1ccco1)N1CCN(C2c3ccccc3-c3ccccc32)CC1	i	5%	-27%	?	-0.2	8%	-9%	1%	3.8%
21	COc1ccc(C(=O)Nc2ncc3c(n2)CC(C)CC3=O)cc1 (stereo not given)	i	-1%	-16%	-1%	-1.0	4%	16%	11%	0.3%
22	Cc1ccc(Nc2nn3c(=O)c4cc5c(cc4nc3s2)OCO5)cc1Cl	i	0%	-11%	1%	.	.	5%	-3%[9.27 µM]	-1.2%
23	O=C(CSc1nnc(Cc2ccccc2)n1-c1ccc(Cl)cc1)N1CCOCC1	i	-8%[1.84 µM]	-11%	5%	-1.4	-10%	0%	10%	-0.2%
24	CCN(C(=O)c1ccc(S(=O)(=O)N2CCCCC2)cc1)C1CCS(=O)(=O)C1 (stereo not given)	i	4%	10%	9%	-1.9	5%	-5%	?	0.2%
25	CCC(Sc1nc(C)cc(=O)[nH]1)C(=O)Nc1sc2c(c1C#N)CCCC2 (stereo not given)	i	1%	-25%	-32%	-1.0	6%	-15%	0%	2.3%
26	COCCOc1ccc(C(F)(F)F)cc1NC(=O)COC(=O)c1ccc(N2CCCC2=O)cc1	i	1%	-6%	-13%	0.0	-6%	-16%	1%	0.4%
27	O=C(C[n+]1cccc(NC(=O)c2ccccc2)c1)c1ccccc1	i	10%	-14%	9%	0.2	6%	-6%	-11%	3.1%
28	O=C(NCCC1=CCCCC1)C1CC(=O)N(Cc2ccccc2)C1 (stereo not given)	i	0%	-3%	-19%	-3.4	-4%	3%	3%	-0.5%
29	Cc1ccc(Cn2c(C)c(CNCc3ccccc3F)c(C(=O)O)c2C)cc1	i	2%	-27%	?	.	.	-3%	9%	0.0%
30	CC(C)c1nnc(N2C(=O)c3oc4ccccc4c(=O)c3C2c2ccccc2F)s1 (stereo not given)	i	2%	11%	2%	.	.	3%	0%	6.3%

# Profiles from above. Order of screens: ATXN viability | A549 viability | HepG2 viability | TGFb SMAD3 inh | IL2 activator | EPAC2 agonist | ATXN2 expr inh | Nrf2 inh | Nrf2 activator
# O=C(CSc1n[nH]c(-c2ccc(S(=O)(=O)NC3CCCCC3)cc2)n1)N1CCCC1 in the list: i | -13% | -10% | -16% | 1.5 | -2% | -17% | 16µM* | 0.3%
# Nc1nnc(CC(=O)N/N=C/c2ccccc2OCc2ccccc2F)s1 in the list: i | 0% | -22% | -14% | -2.5 | 12% | 17% | 7% | 2.8%

# Looked up above:
# no. 5 | Nrf2 inh = -1%
# no. 12 | TGFb SMAD3 inh = 1%

# Results in sequence from the entries so far:
# Nos. 21–28 in Nrf2 inh, in turn: 11%, -3%[9.27 µM], 10%, ?, 0%, 1%, -11%, 3%
# Nos. 21–28 in EPAC2 agonist, in turn: 4%, ., -10%, 5%, 6%, -6%, 6%, -4%
# Nos. 21–28 in A549 viability, in turn: -1%, 0%, -8%[1.84 µM], 4%, 1%, 1%, 10%, 0%

# Continued:
no.	mol	ATXN viability	A549 viability	HepG2 viability	TGFb SMAD3 inh	IL2 activator	EPAC2 agonist	ATXN2 expr inh	Nrf2 inh	Nrf2 activator
31	CCC(=O)c1ccc(OCC(=O)Nc2nc(-c3cccnc3)cs2)cc1	i	4%	-1%	-2%	-0.5	-4%	18%	10%	-0.4%
32	COc1ccc(C(=O)Nc2ccc(S(=O)(=O)NCc3ccco3)cc2)cc1OC	i	.	-11%	0%	-0.5	6%	-4%	4%	0.3%
33	COc1ccc(S(=O)(=O)N2CCOCC2)cc1NC(=O)COC(=O)c1ccc([N+](=O)[O-])s1	i	-7%	1%	14%	-1.7	9%	5%	0%	13%
34	Cc1ccc(S(=O)(=O)NCCC(=O)OCC(=O)N2CCCC2=O)cc1	i	-13%	-80%	19%	-0.5	4%	1%	-3%	-0.2%
35	COc1ccc(S(=O)(=O)NCC(c2ccco2)N2CCN(c3ccccc3)CC2)cc1OC (stereo not given)	.	4%	-30%	0%	.	.	.	.	1.4%
36	Cc1ccc(S(=O)(=O)c2ccc(-n3nc(C)cc3N)cc2)cc1	i	9%	-2%	2%	-0.4	9%	-1%	-12%	1.1%
37	CC1CN(C(=O)c2cc3cc([N+](=O)[O-])ccc3oc2=O)CC(C)O1 (stereo not given)	?	-13%	10%	-22%	5.0	1%	5%	0%	0.6%
38	COc1ccc(-c2cc(C(F)F)n3ncc(C(=O)Nc4ccc(C(=O)N5CCOCC5)cc4)c3n2)cc1	i	1%	-20%	-13%	-0.7	4%	-18%	-10%	3.8%
39	O=C(NCC1CCCO1)c1cc2ccccc2nc1Cl (stereo not given)	i	4%	2%	13%	-0.4	4%	6%	1%	-0.2%
40	CC(=O)c1ccc(OCCCC(=O)N2CCN(S(=O)(=O)c3cc(C)ccc3C)CC2)cc1	i	1%	-10%	6%	-1.2	2%	0%	?	4.9%
41	COC(=O)c1cc(S(=O)(=O)Nc2cccc(C)c2C)cn1C	i	-5%	-1%	0%	0.3	1%	-14%	-14%	3.5%
42	O=C(OC(C(=O)NC1CCCCC1)c1ccccn1)c1cccs1 (stereo not given)	i	1%	-20%	2%	0.3	6%	-5%	-5%	-0.4%
43	COc1ccc(C(=O)Nc2ccc(C(=O)N3CCC(C)CC3)cc2)cc1OC	i	-8%	16%	2%	0.9	7%	-9%	0%	-0.2%
44	COc1ccccc1N=Cc1c(C)c(C#N)c2[nH]c3ccccc3n2c1=O	.	-17%	0%	4%	126*	3%	-4%	-24%	1.0%
45	CCOC(=O)c1ccc(NC(=O)CCOc2ccc(C)cc2)cc1	i	3%	-3%	24%	-1.6	-4%	-2%	-18%	-0.7%
46	O=C(c1ccc(CNc2c(NC3CCCCC3)c(=O)c2=O)cc1)N1CCc2ccccc21	i	-1%	0%	-11%	1.7	-2%	6%	19%	2.7%

# Bioassay records from PubChem BioAssay.
